# High-throughput results: PubChem BioAssay, several laboratories
# M5 antag: antagonists of human muscarinic M5 receptor (CHRM5); P08912; CHO-hM5 cells, Fluo-8 calcium fluorescence, ACh EC80; inhibition, % at 3 µM; hit rate 0.59% among 360,000; AID 624040;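 active = inhibition above a per-plate cutoff, the mean of that plate's test compounds plus 3 SD, cut at about 27% in these data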;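 note: 0% = acetylcholine EC80 with DMSO and 100% = DMSO without agonist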
# Target sequence (P08912 whole entry, looked up): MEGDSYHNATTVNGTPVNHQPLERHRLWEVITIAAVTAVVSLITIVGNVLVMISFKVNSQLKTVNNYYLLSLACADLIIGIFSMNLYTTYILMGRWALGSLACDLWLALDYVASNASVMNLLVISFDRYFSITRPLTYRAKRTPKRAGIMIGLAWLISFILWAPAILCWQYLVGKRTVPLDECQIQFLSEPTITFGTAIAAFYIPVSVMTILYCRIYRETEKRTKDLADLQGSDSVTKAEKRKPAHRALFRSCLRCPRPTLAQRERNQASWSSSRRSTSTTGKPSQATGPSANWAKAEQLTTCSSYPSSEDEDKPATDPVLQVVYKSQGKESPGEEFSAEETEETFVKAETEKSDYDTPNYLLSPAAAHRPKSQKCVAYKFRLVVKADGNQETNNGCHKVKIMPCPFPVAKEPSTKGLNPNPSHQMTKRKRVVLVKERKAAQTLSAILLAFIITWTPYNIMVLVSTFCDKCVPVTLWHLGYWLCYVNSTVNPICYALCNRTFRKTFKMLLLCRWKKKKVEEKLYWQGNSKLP
# CRFBP-R2 block: CRF-BP/CRF-R2 complex antagonism; HEK293 CRF-R2/CRF-BP, CRF-induced calcium fluorescence; inhibition, % at 11.8 µM; hit rate 0.59% among 350,000;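 active = inhibition of the ligand-induced calcium signal above about 50% at the single tested concentration, limit read from the data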
# CRFBP-R2 agonist: agonists of human CRF-binding protein/CRF-R2 receptor complex. HEK293 CRF-R2/CRF-BP, calcium dye fluorescence (FLIPR); percent of saturating CRF peptide response. activation, % at 13.2 µM. hit rate 0.46% among 350,000;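 active = activation of at least 50%, plus an integration ratio under a set limit after plate pattern correction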;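 note: plate controls were neutral control wells without compound for no effect and CRF at EC100 for full effect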
# CHRM5 agonist: agonists of human muscarinic M5 receptor (CHRM5); P08912; CHO-K1 hM5 cells, Fluo-8 calcium fluorescence; 0% DMSO wells, 100% maximal acetylcholine response; activation, % at 3 µM; hit rate 0.19% among 360,000; AID 624037;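 active = activation above the run's mean over test compounds plus 3 SD, cut at about 23% in these data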;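 note: signal is peak over basal fluorescence ratio across the kinetic read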
# M1 PAM parental: M1 PAM counterscreen hit in parental CHO-K1 cells; ATP EC20, Fluo-8 calcium fluorescence; 0% at ATP EC20, 100% at ATP max; activation, % at 3 µM; hit rate 0.02% among 360,000; AID 602247;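 active = activation above the run cutoff, the mean activation of all test compounds plus 3 SD, cut at about 40% in these data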;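 note: peak over basal fluorescence ratio in a 140 s read after ATP addition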
# CHRM5 PAM: positive allosteric modulators of human muscarinic M5 receptor. P08912. CHO-K1 hM5, Fluo-8 calcium, ACh EC20 PAM; 0% = ACh EC20, 100% = ACh EC100. activation, % at 3 µM. hit rate 0.3% among 360,000;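 active = activation above the run cutoff, the mean activation of all test compounds plus 3 SD, cut at about 18% in these data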
#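 Assay system: CHO-K1 hM5 cells. Also added: acetylcholine at EC20 concentration, added after compound. Dosing: 3 µM, single dose. Times: compound preincubation 140 s before EC20 acetylcholine addition. Signal: Fluo-8 calcium fluorescence. Measure: % activation relative to EC20 and EC100 ACh responses. Repeats: singlicate, one well per test compound.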
# TAAR1 antag: antagonists of human TAAR1; CHO RD-HGA16 TAAR1, Fluo-8 calcium fluorescence, antagonist; inhibition, % at 3 µM; hit rate 1.5% among 360,000;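 active = inhibition above a per-plate cutoff, the mean inhibition of test compounds on that plate plus 3 SD, cut at about 49% in these data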;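 note: 0% = DMSO plus EC80 beta-PEA response and 100% = DMSO alone without agonist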
# Target sequence (Q96RJ0 whole entry, looked up): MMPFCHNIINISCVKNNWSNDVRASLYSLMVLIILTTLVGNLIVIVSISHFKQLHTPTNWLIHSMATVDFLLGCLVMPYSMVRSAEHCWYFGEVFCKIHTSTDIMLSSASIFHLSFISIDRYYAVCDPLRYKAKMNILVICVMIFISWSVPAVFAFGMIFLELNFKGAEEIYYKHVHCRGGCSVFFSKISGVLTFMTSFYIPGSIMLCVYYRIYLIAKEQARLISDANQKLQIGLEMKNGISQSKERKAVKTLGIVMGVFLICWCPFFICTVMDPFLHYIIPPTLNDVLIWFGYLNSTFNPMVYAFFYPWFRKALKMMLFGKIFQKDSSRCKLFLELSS
#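 Test system – hTAAR1-expressing CHO RD-HGA16 cells, Gα16-coupled · Also added – β-PEA at EC80 concentration, post-compound challenge · Compound – 3 µM, single point · Incubation – dye loading 75 min at 37 °C, then 30 min room temperature · Measured by – Fluo-8 intracellular calcium dye fluorescence, real-time kinetic reads · Benchmarks – vehicle and agonist controls · Replicates – singlicate, one well per test compound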
# CHRM4 PAM: potentiates acetylcholine response at human M4 receptor. CHO-K1 hM4/Gqi5, Fluo-8 calcium fluorescence, ACh EC20; 0% = ACh EC20, 100% = maximal ACh. activation, % at 3 µM. hit rate 0.4% among 360,000;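 active = activation above its plate's cutoff, the mean activation of sample wells plus 3 SD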; note: some results filed as inactive read as strong as hits
# TAAR1 agonist: human TAAR1 agonism; Q96RJ0; CHO RD-HGA16 TAAR1, Fluo-8 calcium fluorescence; vehicle wells 0%, saturating PEA agonist 100%; activation, % at 3 µM; hit rate 0.99% among 360,000; AID 624467;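 active = activation above the mean activation of all test compounds in the run plus 3 SD, cut at about 38% in these data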
#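 Repeats: no replicates (n 1) | Material: CHO-derived RD-HGA16 cells with stable Gα16 and human TAAR1 | Technique: Kinetic Fluo-8 calcium fluorescence | Schedule: 17-24 h seeding, 75 min 37 °C dye, 30 min RT | Evaluation: % activation from peak over basal fluorescence ratio, DMSO-to-PEA scaled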
# Starred values were filed as active, the others as inactive; x = not tested or not shown.
# Below each SMILES – M5 antag	CRFBP-R2 block	CRFBP-R2 agonist	CHRM5 agonist	M1 PAM parental	CHRM5 PAM	TAAR1 antag	CHRM4 PAM	TAAR1 agonist
CCOc1ccc(C2CC=C(C(C)=O)CN2S(=O)(=O)c2ccc(C)cc2)cc1 (centres undefined)
    4	x	x	-4	15	-8	2	0	1
O=C1CCCCC1(CCc1ccncc1)CCc1ccncc1
    13	0	0.9	-2	18	-6	2	3	2
Cc1cccc(C)c1NC(=O)C(c1ccccc1)N1CCC1=O (centres undefined)
    4	-11	-0.1	2	18	-3	4	-3	7
O[C@@H]1COC(Nc2ccc(N=Nc3ccccc3)cc2)C[C@@H]1O (some centres undefined)
    x	-4	-1.9	x	x	x	-19	x	1
N#C/C(=C(/O)COC(=O)CCC1CCCCC1)c1nc2ccccc2[nH]1
    -3	-16	2.4	4	3	-4	15	8	4
Cc1ccc(C)c(N(C(=O)CNC(=O)c2ccco2)C(C(=O)NCC2CCCO2)c2ccccc2)c1 (centres undefined)
    14	-4	-0.8	2	8	-7	61*	-5	24
CCOC(=O)N1CCN(C(=O)CCn2c(=O)[nH]c3ccsc3c2=O)CC1
    5	12	0.0	3	24	5	-18	14	-2
Cc1ccn2c(CNCc3cnn(C)c3)c(C(=O)N3CCCCCC3)nc2c1
    -19	-9	0.5	-6	-9	2	-2	-2	1
COCCCN1C(=O)c2ccc(C(=O)NCCc3ccccc3)cc2C1=O
    4	10	-4.8	-1	9	-5	1	-2	0
CCC(CC)c1nnc(NC(=O)CCc2ccccc2)s1
    8	-41	-0.8	3	-9	-1	-3	15*	10

# 3 compounds already listed, arranged by the value under CRFBP-R2 block, descending.
mol	CRFBP-R2 block
CCOC(=O)N1CCN(C(=O)CCn2c(=O)[nH]c3ccsc3c2=O)CC1	12
Cc1ccn2c(CNCc3cnn(C)c3)c(C(=O)N3CCCCCC3)nc2c1	-9
N#C/C(=C(/O)COC(=O)CCC1CCCCC1)c1nc2ccccc2[nH]1	-16

# (listing goes on)
# Below each SMILES – M5 antag	CRFBP-R2 block	CRFBP-R2 agonist	CHRM5 agonist	M1 PAM parental	CHRM5 PAM	TAAR1 antag	CHRM4 PAM	TAAR1 agonist
Cn1c(=O)c(C(=O)NNC(=O)c2ccc(Br)cc2)c(O)c2ccccc21
    -8	32	1.0	0	10	3	5	-2	6
CC1(c2nc3ccccc3[nH]2)c2ccccc2C(=O)N1C1CC1 (centres undefined)
    1	x	x	-3	-6	2	2	2	1
Cc1cc(C(F)F)n2nc(C(=O)Nc3cccc(S(=O)(=O)N4CCOCC4)c3)nc2n1
    -3	11	-2.0	-5	-17	-4	6	-6	1
Cc1cc(NC(=O)c2c(Cl)cccc2Cl)no1
    4	2	-1.2	7	13	-5	-15	-5	3
COc1ccc(/C=N/N2C(=O)CN(C(=O)c3ccccc3)C2c2ccc(OC)cc2)cc1 (centres undefined)
    9	-17	0.2	-4	7	-2	4	-11	0
O=C1NC(=O)C2(CCCCCCC2)N1
    7	-6	5.1	1	10	-1	-21	9	7
CCc1nnc(NC(=O)CSc2nnc(-c3ccoc3C)n2-c2ccccc2)s1
    -1	1	-1.2	-5	21	2	3	4	0
Cc1cc(CN(C)C(=O)c2ccc(OC3CCN(S(=O)(=O)N(C)C)CC3)cc2)n[nH]1
    8	14	-0.2	-3	-14	-5	-1	4	1
COc1ccc(-c2csc(C(C)(O)c3ccc(F)c(F)c3)n2)cc1 (centres undefined)
    4	x	x	-1	14	-9	19	-8	0
Cn1c(CSCc2ccccc2)n[nH]c1=S
    -2	17	-1.4	-1	-8	-5	-13	-9	10
COc1ccc(-n2c(C)nc3c(cnn3-c3ccccc3)c2=O)cc1
    -1	1	-1.1	4	-4	6	-10	7	16
Cc1nc(C)c(-c2csc(N)n2)s1
    -5	7	-0.1	0	-4	1	-1	7	3
O=C(NNC(=O)c1csc(-c2cnccc2C(F)(F)F)n1)c1ccc(C(F)(F)F)cc1
    0	0	-0.6	0	17	3	-4	-7	2
CN1CCC(N(C)C(=O)COc2ccccc2-c2ccccc2)CC1
    -7	-8	0.1	-7	12	3	7	5	3
O=C1c2ccccc2CCC12OC2c1ccc([N+](=O)[O-])cc1 (centres undefined)
    -6	10	-1.4	0	0	-1	-16	-4	0
CCc1ccc[n+](-c2nc([O-])sc2C=O)c1
    9	4	-2.1	-1	19	-2	-17	-3	10
N#Cc1ccccc1COC(=O)c1ccc2c(c1)OCO2
    4	7	-3.9	-3	27	4	-23	3	4
CN1CCN(S(=O)(=O)c2ccc(N(C)Cc3cccc(F)c3)nc2)CC1
    -1	10	-0.4	-2	17	-6	9	4	0
CC(=O)c1sc2nc(CSc3nnnn3-c3ccccc3)[nH]c(=O)c2c1C
    4	-38	13	9	5	-1	-23	-7	3
COc1ccc(NC(=O)CSc2nncc3ccccc23)cc1
    6	-12	-0.4	-6	-4	-1	12	-6	1

# (continued)
Structure | M5 antag | CRFBP-R2 block | CRFBP-R2 agonist | CHRM5 agonist | M1 PAM parental | CHRM5 PAM | TAAR1 antag | CHRM4 PAM | TAAR1 agonist
COc1cccc(CCC2C(=O)CCCC2=O)c1 | 10 | -3 | -1.4 | 0 | 8 | 0 | 4 | 4 | 1
CC1(c2ccccc2)NC(=O)N(N)C1=O (centres undefined) | -4 | -16 | -1.9 | 0 | 8 | 3 | -4 | 1 | 2
CCN(CC(=O)Nc1c(F)cccc1F)C(=O)C1CCN(S(=O)(=O)c2ccc(C)c(C)c2)CC1 | -3 | 3 | -2.4 | 2 | -18 | -5 | 9 | 2 | 1
O=C(NC(=S)Nc1sc2c(c1C(=O)O)CCCC2)c1ccccc1 | -22 | 7 | 0.3 | -10 | 13 | 10 | -10 | 1 | 2
Cc1ccc(N(CC(=O)NC(C)(C)C)C(=O)CS(=O)CC(=O)Nc2ccc3c(c2)OCO3)cc1 (centres undefined) | 2 | 8 | 0.2 | 0 | 9 | 3 | -14 | 5 | 6
COc1ccc(-n2cc(C#N)c(=O)n(Cc3ccc(F)cc3)c2=O)cc1 | 12 | -9 | 1.7 | 1 | 12 | -2 | 12 | -1 | 12
Cc1nc(-c2ccc(C(=O)Nc3ccccc3F)cc2)cs1 | 5 | -8 | 1.2 | -2 | 6 | -3 | 11 | 2 | 2
CSc1nnnn1-c1c(C)cc(C)cc1C | 10 | 10 | -0.9 | -3 | 8 | -14 | -26 | -9 | -1
CCN(C(=O)COC(=O)/C=C/c1cnc2ccccc2n1)c1ccccc1 | 4 | 3 | 1.9 | 0 | -8 | 3 | -31 | 2 | 7
COc1cc(/C=C2\C(=N)N3N=C(S(C)(=O)=O)SC3=NC2=O)cc(OC)c1OCCOc1ccccc1C | 11 | 32 | 0.8 | -3 | 2 | -7 | 7 | -6 | 0
CCNCc1ccccc1OCc1ccccc1 | -5 | 9 | -1.0 | -8 | 9 | 1 | 12 | 11 | 3
Cc1cc(C)c(C)c(S(=O)(=O)NCc2cccnc2)c1C | -7 | 2 | 0.1 | 1 | 12 | -2 | 7 | 11 | 3
COc1ccc(-c2csc(NC(=O)CS(=O)(=O)c3ccccc3)n2)c(OC)c1 | -1 | 5 | -1.6 | 1 | -5 | -10 | -8 | -9 | 4
O=C(/C=C/c1cccs1)c1ccc([N+](=O)[O-])cc1 | -5 | -13 | -1.9 | 0 | 16 | 3 | 6 | -10 | -3
COC(=O)c1ccccc1-c1ccc(C=O)o1 | -20 | 8 | -0.1 | 2 | 6 | 8 | 11 | 10 | 6
C=CCc1cccc(/C=N/NC(=O)c2ccc3nc[nH]c3c2)c1O | 21 | -7 | 3.6 | 1 | -15 | -13 | 8 | -5 | 3
C=CCOC(=O)C1=C[C@@H](c2ccc(C(F)(F)F)cc2)C[C@@H](OCc2ccc(CO)cc2)O1 | 13 | 7 | -0.4 | 1 | 7 | -9 | 2 | 4 | 3
CCC(c1nnnn1CCc1ccccc1)N1CCN(C(=O)c2ccco2)CC1 (centres undefined) | 1 | 9 | -1.2 | -8 | 13 | -6 | 26 | -1 | 0
CC(C)CN(C(=O)c1cc(Cl)nc2ccccc12)C1CCS(=O)(=O)C1 (centres undefined) | -4 | -9 | 2.5 | 2 | -21 | 4 | -7 | 4 | 0
Cc1oc(-c2ccc(Cl)cc2)cc1C(=O)/C(C#N)=C/Nc1cccc(OC(F)(F)F)c1 | 14 | 3 | 0.3 | 0 | -6 | -4 | -6 | -6 | -1
Cc1ccc2nc(-c3ccc(NC(=S)NC(=O)C(C)C)cc3)sc2c1 | 7 | -3 | 2.9 | 0 | 0 | -4 | -2 | 5 | 4
COc1cc(C(=O)N2CCC(C(=O)Nc3cccc(C(C)=O)c3)CC2)cc(OC)c1OC | 1 | 9 | -1.6 | -2 | 3 | -2 | -16 | -3 | 4
Cc1ccccc1-c1ccc(C=Nc2c(C)n(C)n(-c3ccccc3)c2=O)o1 | -1 | 4 | 0.4 | -12 | 13 | 10 | -18 | 5 | 5
C=CCn1cnc2scc(-c3ccc(C)c(C)c3)c2c1=O | -2 | 3 | 0.3 | -8 | 3 | -3 | -6 | 5 | 3
Cc1ccccc1CC1(CO)CCCN(C(=O)CCC(F)(F)F)C1 (centres undefined) | 6 | -10 | 0.3 | 1 | 6 | -5 | -26 | 1 | 1
Cn1c(N2CCN(S(=O)(=O)c3ccc(F)cc3)CC2)nc2ccccc21 | 13 | 10 | -7.6 | 1 | 9 | -5 | -29 | -6 | 5
CS(=O)(=O)N(CC(=O)NCC1CCCO1)Cc1ccc(Cl)cc1 (centres undefined) | 4 | 10 | -0.9 | 2 | 15 | 1 | 3 | 4 | 9
CCCCOc1c(C(=O)Nc2ccccc2)nnn1-c1ccccc1 | 4 | -6 | 0.6 | 6 | -5 | 3 | -1 | 10 | 1

# Record cards, from the list above:
# `CS(=O)(=O)N(CC(=O)NCC1CCCO1)Cc1ccc(Cl)cc1` (centres undefined) reads M5 antag: 4; CRFBP-R2 block: 10; CRFBP-R2 agonist: -0.9; CHRM5 agonist: 2; M1 PAM parental: 15; CHRM5 PAM: 1; TAAR1 antag: 3; CHRM4 PAM: 4; TAAR1 agonist: 9
# `Cn1c(N2CCN(S(=O)(=O)c3ccc(F)cc3)CC2)nc2ccccc21` reads M5 antag: 13; CRFBP-R2 block: 10; CRFBP-R2 agonist: -7.6; CHRM5 agonist: 1; M1 PAM parental: 9; CHRM5 PAM: -5; TAAR1 antag: -29; CHRM4 PAM: -6; TAAR1 agonist: 5
